CYP2C19 activ: human CYP2C19 activators, primary screen, biochemical, luminescence; Cytochrome P450 2C19 (Homo sapiens), P33261; recombinant CYP2C19, luciferin-H EGE luminescence; hits give high values; 0 = fully inhibited enzyme, 1 = untreated enzyme; activation factor at 5 µM; 96,000 tested, under 10 active; AID 1025, 2008;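 active means activation factor of at least 2 at 5 µM in the primary screen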;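 further: 0 = wells with 2.5 mM tranylcypromine and 1 = vehicle-only wells; values of inactives mirror those of a sister screen read the other way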
PLAP act: PLAP enzyme activators, biochemical, luminescence, HTS; Alkaline phosphatase, placental type (Homo sapiens), P05187; purified PLAP enzyme, luminescent substrate read-out; hits give high values; activation fold at 20 µM; 96,000 compounds, 1.2% hits; AID 696, 2007; in the data active means activation fold above about 2
CD11b adhes inh: inhibitors of CD11b/CD18 adhesion to fibrinogen, primary screen, K562 cells, luminescence. Integrin beta-2 (Homo sapiens) + Integrin alpha-M (Homo sapiens), P05107+P11215. inhibition, % at 10 µM. 93,000 compounds, 0.54% hits. ATPlite luminescence; Mn2+ added to activate the integrin;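 active means primary inhibition of 50% or more at 10 µM, then 40% or more on retest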; further: some results filed as inactive read as strong as hits
Target sequence (P05107 whole entry, looked up, other chains not shown): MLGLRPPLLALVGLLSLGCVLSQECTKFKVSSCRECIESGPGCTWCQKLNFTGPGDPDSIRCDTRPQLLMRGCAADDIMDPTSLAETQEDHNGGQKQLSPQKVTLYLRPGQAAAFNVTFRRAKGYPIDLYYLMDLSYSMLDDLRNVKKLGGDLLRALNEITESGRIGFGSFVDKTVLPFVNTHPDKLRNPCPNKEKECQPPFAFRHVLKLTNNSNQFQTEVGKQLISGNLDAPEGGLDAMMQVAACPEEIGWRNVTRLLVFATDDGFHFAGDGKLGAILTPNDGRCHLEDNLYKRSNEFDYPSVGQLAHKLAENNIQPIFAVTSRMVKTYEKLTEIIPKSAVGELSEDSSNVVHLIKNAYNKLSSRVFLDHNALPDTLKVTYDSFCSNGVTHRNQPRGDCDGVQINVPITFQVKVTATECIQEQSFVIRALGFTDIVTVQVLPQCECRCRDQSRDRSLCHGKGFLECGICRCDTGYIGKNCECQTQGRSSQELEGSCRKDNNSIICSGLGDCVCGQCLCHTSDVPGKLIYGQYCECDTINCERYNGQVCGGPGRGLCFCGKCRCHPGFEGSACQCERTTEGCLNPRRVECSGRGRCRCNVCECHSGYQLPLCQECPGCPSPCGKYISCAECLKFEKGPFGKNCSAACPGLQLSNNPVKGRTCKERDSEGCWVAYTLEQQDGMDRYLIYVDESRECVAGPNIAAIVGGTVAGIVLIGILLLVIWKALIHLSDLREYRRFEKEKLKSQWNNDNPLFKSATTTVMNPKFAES
CYP2C9 activ: human CYP2C9 activators, primary screen, biochemical, luminescence; Cytochrome P450 2C9 (Homo sapiens), P11712; recombinant CYP2C9, luciferin-H conversion; hits give high values; factor 1 = untreated enzyme, 0 = blocked; activation factor at 5 µM; 96,000 compounds, 1.4% hits; AID 1024, 2008;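 active means activation factor of 2 or more for CYP2C9 at a 5 µM dose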;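 further: 0 = sulfaphenazole-blocked wells and 1 = vehicle-only wells; values of inactives mirror those of a sister screen read the other way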
PTK2B oligo ant: antagonists of Pyk2 self-association, primary screen, Q293 cells, FERM NanoBiT luminescence, HTS; hits give low values; Protein-tyrosine kinase 2-beta (Homo sapiens), Q14289; AID 1347419, 2020; z-score (the deposit names both 25 µM and 10 µM); 99,000 compounds, 0.83% hits;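 active means Z-score of -3 or lower, scaled per plate to the spread of control and sample wells; inactive means z-score above -3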;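 further: negative z-score means lost luminescence so less FERM oligomerization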
CYP2C9 inhib: blockers of cytochrome P450 2C9 activity – biochemical, luminescence, ADME assay, primary screen; CYP2C9 Supersomes, luciferin-H conversion; inhibition, % at 5 µM; 96,000 compounds, 20% hits; AID 777, 2007;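 active means blocking of liver enzyme CYP2C9 beyond about 50% at 5 µM, limit read from the data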; further: values of inactives mirror those of a sister screen read the other way
Mac1 fbg enh: enhancers of CD11b/CD18 adhesion to fibrinogen, primary screen, K562 cells, luminescence; AID 1499, 2009; ATPlite luminescence; 93,000 compounds, 0.07% hits; Integrin beta-2 (Homo sapiens) + Integrin alpha-M (Homo sapiens), P05107+P11215; activation, % at 10 µM;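 active means 10 µM primary screen giving 50% or more activity, confirmed by 40% or more on retest at that dose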; further: strong numbers were not always called active; reference of the scale not given here
MT1-MMP txn act: MT1-MMP promoter reporter activation – cell-based, luciferase luminescence, primary screen; HT1080 MT1-MMP promoter luciferase reporter, overnight; hits give high values; activation factor at 10 µM; 86,000 compounds, 0.16% hits; AID 750, 2007;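 active means activation factor of at least 2 for MT1-MMP transcription at 10 µM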
CYP2C19 inh: blockers of cytochrome P450 2C19 activity – biochemical, luminescence, ADME assay, primary screen. AID 778, 2007. inhibition, % at 5 µM. CYP2C19 Supersomes, luciferin-H EGE luminescence, 30 min. 96,000 compounds, 21% hits;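 active means CYP2C19 inhibition above a set limit at 5 µM in the primary screen, cut at about 50% in these data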;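 further: plate controls were negative control wells for no effect and 2.5 mM tranylcypromine positive control for full effect; values of inactives mirror those of a sister screen read the other way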
Active calls of the source: *. Rows are unselected; overall some 31% were active at least once.

How did O=S(=O)(c1ccc(F)cc1)N1CN(Cc2ccco2)c2nc3ccccc3nc21 do in these assays?
CYP2C19 activ: 0.2; PLAP act: 1.6; CD11b adhes inh: -10.7; CYP2C9 activ: 0.4; PTK2B oligo ant: 0; CYP2C9 inhib: 59.9*; Mac1 fbg enh: 4.2; MT1-MMP txn act: 1.1; CYP2C19 inh: 82.2*

What do the screens show for `N#Cc1nc(N2CCOCC2)nc(N2CCOCC2)n1`?
CYP2C19 activ: 0.9; PLAP act: 1.1; CD11b adhes inh: 5.5; CYP2C9 activ: 1; PTK2B oligo ant: 1.2; CYP2C9 inhib: 3.0; Mac1 fbg enh: -3.6; MT1-MMP txn act: 1.1; CYP2C19 inh: 6.6

How did COC(=O)Nc1ncc(CN2C(=O)c3ccccc3C2=O)s1 do in these assays?
CYP2C19 activ: 0.9; PLAP act: 1; CD11b adhes inh: -3.7; CYP2C9 activ: 1.1; PTK2B oligo ant: -0.58; CYP2C9 inhib: -12.0; Mac1 fbg enh: -2.0; MT1-MMP txn act: 1.4; CYP2C19 inh: 8.1

How did O=C(CSc1nnc(CNc2ccc(Cl)cc2)o1)Nc1nc2ccccc2s1 do in these assays?
CYP2C19 activ: 1.1; PLAP act: 1.1; CD11b adhes inh: -4.1; CYP2C9 activ: 0.5; PTK2B oligo ant: -0.38; CYP2C9 inhib: 46.0; Mac1 fbg enh: -3.6; MT1-MMP txn act: 1.1; CYP2C19 inh: -10.6

Results for Cc1cc(=O)oc2c1c(C)nn2-c1ccc(C(=O)OC(C)C)cc1 ?
CYP2C19 activ: 0.9; PLAP act: 1.1; CD11b adhes inh: 3.4; CYP2C9 activ: 0.8; CYP2C9 inhib: 23.9; Mac1 fbg enh: 0.9; MT1-MMP txn act: 1.1; CYP2C19 inh: 13.6

What do the screens show for `COc1ccccc1C(=O)N(CN1CCCC1=O)c1cccc(Cl)c1`?
CYP2C19 activ: 1; PLAP act: 0.9; CD11b adhes inh: 1.0; CYP2C9 activ: 1; PTK2B oligo ant: -0.33; CYP2C9 inhib: -4.1; Mac1 fbg enh: 0.6; MT1-MMP txn act: 1.3; CYP2C19 inh: -1.8

What do the screens show for `CC(C)CCn1c(N2CCOCC2)nc2c1c(=O)n(CC(N)=O)c(=O)n2C`?
CYP2C19 activ: 1; PLAP act: 1.3; CD11b adhes inh: -3.9; CYP2C9 activ: 1; PTK2B oligo ant: -0.09; CYP2C9 inhib: 2.2; Mac1 fbg enh: 0.5; MT1-MMP txn act: 1.2; CYP2C19 inh: -1.1

Results for Cc1ccccc1NC(=O)Nc1ccccc1Br ?
CYP2C19 activ: 0.9; PLAP act: 1.2; CD11b adhes inh: -7.0; CYP2C9 activ: 1; PTK2B oligo ant: 0.27; CYP2C9 inhib: 3.1; Mac1 fbg enh: -1.5; CYP2C19 inh: 11.5

How did COc1ccc2nc(NC(=O)C3CCN(S(=O)(=O)c4cccnc4)CC3)sc2c1 do in these assays?
CYP2C19 activ: 0.7; PLAP act: 0.8; CD11b adhes inh: 8.1; CYP2C9 activ: 0.8; CYP2C9 inhib: 20.5; Mac1 fbg enh: 0.7; CYP2C19 inh: 25.5

What do the screens show for `Cc1ccc(S(=O)(=O)C2(C(=O)O)CCCC2)cc1C`?
CYP2C19 activ: 1; PLAP act: 1.1; CD11b adhes inh: 3.7; CYP2C9 activ: 1; PTK2B oligo ant: 0.01; CYP2C9 inhib: 0.6; Mac1 fbg enh: -0.8; MT1-MMP txn act: 1; CYP2C19 inh: -2.6

How did COc1ccc(NC(=S)Nc2ccccc2F)c(OC)c1 do in these assays?
CYP2C19 activ: 0.5; PLAP act: 0.9; CYP2C9 activ: 1.1; PTK2B oligo ant: 0.38; CYP2C9 inhib: -13.7; CYP2C19 inh: 46.8

How did Cc1ccc(-n2c(C)cc(/C=c3/sc4nc5ccccc5n4c3=O)c2C)cc1 do in these assays?
CYP2C19 activ: 1.1; PLAP act: 1; CD11b adhes inh: -6.1; CYP2C9 activ: 0.8; CYP2C9 inhib: 23.1; Mac1 fbg enh: -2.2; MT1-MMP txn act: 0.6; CYP2C19 inh: -7.6

What do the screens show for `Cc1ccc(S(=O)(=O)Nc2c(C)n(C)n(-c3ccccc3)c2=O)cc1C(=O)NCc1ccccn1`?
CYP2C19 activ: 1; PLAP act: 1.4; CD11b adhes inh: -3.4; CYP2C9 activ: 1; PTK2B oligo ant: 1.31; CYP2C9 inhib: -0.8; Mac1 fbg enh: 0.2; MT1-MMP txn act: 1.2; CYP2C19 inh: -2.3

What do the screens show for `CCCCCCN1CC(O)=C(c2ccccc2)C1=N`?
CYP2C19 activ: 1.1; PLAP act: 0.9; CD11b adhes inh: 11.0; CYP2C9 activ: 1.3; PTK2B oligo ant: 0.56; CYP2C9 inhib: -34.0; Mac1 fbg enh: 1.1; MT1-MMP txn act: 1.2; CYP2C19 inh: -11.0

What do the screens show for `Cc1cc(C)c2c3c(sc2n1)C(c1cccc(F)c1)C(C#N)=C(N)O3` (centres undefined)?
CYP2C19 activ: 0.8; PLAP act: 0.7; CD11b adhes inh: 8.4; CYP2C9 activ: 0.6; PTK2B oligo ant: 0.73; CYP2C9 inhib: 45.0; Mac1 fbg enh: -0.4; CYP2C19 inh: 22.7

What do the screens show for `Cc1nc2ccccc2cc1OCc1ccc(F)cc1`?
CYP2C19 activ: 0.8; PLAP act: 0.9; CD11b adhes inh: 98.8*; CYP2C9 activ: 0.5; PTK2B oligo ant: -0.2; CYP2C9 inhib: 47.1; Mac1 fbg enh: -10.5; CYP2C19 inh: 17.6

What do the screens show for `O=C(NCCc1ccccc1)C1CCCN(S(=O)(=O)c2cccc3nonc23)C1` (centres undefined)?
CYP2C19 activ: 0.9; PLAP act: 0.9; CD11b adhes inh: 0.0; CYP2C9 activ: 0.9; PTK2B oligo ant: 0.1; CYP2C9 inhib: 9.7; Mac1 fbg enh: -1.6; CYP2C19 inh: 6.9

Results for Cc1ccc(Nc2cc(C)nc(-c3ccccc3O)n2)cc1 ?
CYP2C19 activ: 0.8; PLAP act: 0.9; CD11b adhes inh: 12.2; CYP2C9 activ: 0.4; PTK2B oligo ant: -0.01; CYP2C9 inhib: 55.3*; Mac1 fbg enh: 0.0; MT1-MMP txn act: 1.9; CYP2C19 inh: 20.0

What do the screens show for `CCOC(=O)c1cc2c(s1)-c1ccccc1CC2`?
CYP2C19 activ: 0.9; PLAP act: 1; CD11b adhes inh: -1.4; CYP2C9 activ: 1.1; PTK2B oligo ant: -0.42; CYP2C9 inhib: -7.6; Mac1 fbg enh: 6.6; CYP2C19 inh: 5.4

How did CCS(=O)(=O)N1CCCC(C(=O)NCCc2ccc(OC)c(OC)c2)C1 (centres undefined) do in these assays?
CYP2C19 activ: 1.1; PLAP act: 1.2; CD11b adhes inh: 12.8; CYP2C9 activ: 1; PTK2B oligo ant: -0.1; CYP2C9 inhib: 1.7; Mac1 fbg enh: -1.0; MT1-MMP txn act: 1.2; CYP2C19 inh: -11.7

Results for CC12CCC(C(=O)NCc3ccc4c(c3)OCO4)(CC1=O)C2(C)C (centres undefined) ?
CYP2C19 activ: 0.5; PLAP act: 0.9; CD11b adhes inh: 0.4; CYP2C9 activ: 1; PTK2B oligo ant: -0.06; CYP2C9 inhib: 3.1; Mac1 fbg enh: -0.5; MT1-MMP txn act: 1; CYP2C19 inh: 47.3

Results for Cc1ccc2oc3c(c(=O)c2c1)C(c1cccc(Br)c1)N(Cc1ccco1)C3=O (centres undefined) ?
CYP2C19 activ: 0.9; PLAP act: 0.6; CD11b adhes inh: -3.8; CYP2C9 activ: 0.8; PTK2B oligo ant: 0; CYP2C9 inhib: 20.1; Mac1 fbg enh: 8.0; MT1-MMP txn act: 1; CYP2C19 inh: 9.4

What do the screens show for `CCOCCCNC(=O)NC12CC3CC(CC(C3)C1)C2`?
CYP2C19 activ: 1; PLAP act: 1.4; CD11b adhes inh: -0.9; CYP2C9 activ: 1.1; PTK2B oligo ant: 0.68; CYP2C9 inhib: -8.8; Mac1 fbg enh: -4.0; MT1-MMP txn act: 1.3; CYP2C19 inh: -2.3

Results for CCOC(=O)C1=C(C)NC2=C(C(=O)CC(C)(C)C2)C1c1ccsc1 (centres undefined) ?
CYP2C19 activ: 0.5; PLAP act: 1.2; CD11b adhes inh: -6.6; CYP2C9 activ: 0.6; PTK2B oligo ant: -1.8; CYP2C9 inhib: 39.8; Mac1 fbg enh: 3.1; MT1-MMP txn act: 1; CYP2C19 inh: 50.4*

How did OC(COc1ccccc1Cl)CN1CCN(CC(O)COc2ccccc2Cl)CC1 (centres undefined) do in these assays?
CYP2C19 activ: 0.6; PLAP act: 1.5; CD11b adhes inh: 1.2; CYP2C9 activ: 0.9; PTK2B oligo ant: -0.44; CYP2C9 inhib: 13.5; Mac1 fbg enh: 22.4; MT1-MMP txn act: 1.1; CYP2C19 inh: 43.1

How did CCOC(=O)C1(C)NC(c2ccc(N(C)C)cc2)C2C(=O)N(CC)C(=O)C21 (centres undefined) do in these assays?
CYP2C19 activ: 0.9; PLAP act: 1; CD11b adhes inh: -9.4; CYP2C9 activ: 1; PTK2B oligo ant: -0.13; CYP2C9 inhib: 2.6; Mac1 fbg enh: 1.3; MT1-MMP txn act: 1.1; CYP2C19 inh: 5.4

Results for Cn1nc(C(C)(C)C)cc1C(=O)NCc1ccc(N2CCCC2=O)cc1 ?
CYP2C19 activ: 1.1; PLAP act: 1.1; CD11b adhes inh: 84.1*; CYP2C9 activ: 1.2; PTK2B oligo ant: 0.76; CYP2C9 inhib: -22.3; Mac1 fbg enh: -6.4; MT1-MMP txn act: 1.1; CYP2C19 inh: -10.4

Results for Cc1ccccc1N(CC(=O)N/N=C/c1ccc(N(C)C)cc1)C(=O)c1ccccc1 ?
CYP2C19 activ: 0.1; PLAP act: 1.8; CD11b adhes inh: 1.1; CYP2C9 activ: 0.1; PTK2B oligo ant: -0.95; CYP2C9 inhib: 93.3*; Mac1 fbg enh: 3.7; CYP2C19 inh: 88.9*

Results for CCCCCCn1c(N2CCN(c3ccccc3)CC2)nc2c1c(=O)n(C)c(=O)n2C ?
CYP2C19 activ: 0.7; PLAP act: 1.6; CD11b adhes inh: 18.2; CYP2C9 activ: 0.7; PTK2B oligo ant: -0.11; CYP2C9 inhib: 34.1; Mac1 fbg enh: 3.1; MT1-MMP txn act: 1.2; CYP2C19 inh: 34.3

A portion from further up:
Results for Cc1ccccc1N(CC(=O)N/N=C/c1ccc(N(C)C)cc1)C(=O)c1ccccc1 ?
CYP2C19 activ: 0.1; PLAP act: 1.8; CD11b adhes inh: 1.1; CYP2C9 activ: 0.1; PTK2B oligo ant: -0.95; CYP2C9 inhib: 93.3*; Mac1 fbg enh: 3.7; CYP2C19 inh: 88.9*

Results for CCCCCCn1c(N2CCN(c3ccccc3)CC2)nc2c1c(=O)n(C)c(=O)n2C ?
CYP2C19 activ: 0.7; PLAP act: 1.6; CD11b adhes inh: 18.2; CYP2C9 activ: 0.7; PTK2B oligo ant: -0.11; CYP2C9 inhib: 34.1; Mac1 fbg enh: 3.1; MT1-MMP txn act: 1.2; CYP2C19 inh: 34.3

Screening data as filed in PubChem BioAssay.
